Source: PubChem BioAssay
Rad51 HR inh = blocks human Rad51 in homologous recombination. Q06609. hRad51 DNA strand exchange, fluorescence dequenching. inhibition, % at 10 µM. actives 0.085% (n = 200,000). AID 1385;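 active = inhibition above 40% at the single screening dose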;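 also: 0% = DMSO control wells and 100% = blanks with heterologous ssDNA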
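Material: hRad51 filaments on single-stranded DNA; Reagent: Donor/quencher-labelled 47-bp dsDNA substrate; Compound: 10 µM final, single point; Schedule: 37 °C 15-min filament assembly, 30-min compound preincubation, 15-min exchange; Technique: FRET fluorescence, excitation 485 nm, emission 520 nm; Benchmarks: control wells and blank wells on each plate.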
KCC2 mod = KCC2 (human) Cl- transport modulation; KCC2 cells, thallium flux FluoZin-2 fluorescence; B-score of Tl+ flux slope (higher = more flux/activation; lower = inhibition) at 10 µM; actives 2.2% (n = 190,000); AID 1456;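 active = thallium flux slope and its plate-corrected score both differing from the plate sample mean at a set confidence after two filtering rounds, in either direction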;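 also: slope of fluorescence scaled to starting intensity during 10 to 20 s after thallium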
Furin inhibitor = blocks human furin protease activity | P09958 | purified furin, fluorogenic substrate cleavage | inhibition, % at 30 µM | actives 0.061% (n = 220,000); in the data active = inhibition above about 25%; also: inactives centre near -15
Target sequence (P09958 108-714 limits assumed): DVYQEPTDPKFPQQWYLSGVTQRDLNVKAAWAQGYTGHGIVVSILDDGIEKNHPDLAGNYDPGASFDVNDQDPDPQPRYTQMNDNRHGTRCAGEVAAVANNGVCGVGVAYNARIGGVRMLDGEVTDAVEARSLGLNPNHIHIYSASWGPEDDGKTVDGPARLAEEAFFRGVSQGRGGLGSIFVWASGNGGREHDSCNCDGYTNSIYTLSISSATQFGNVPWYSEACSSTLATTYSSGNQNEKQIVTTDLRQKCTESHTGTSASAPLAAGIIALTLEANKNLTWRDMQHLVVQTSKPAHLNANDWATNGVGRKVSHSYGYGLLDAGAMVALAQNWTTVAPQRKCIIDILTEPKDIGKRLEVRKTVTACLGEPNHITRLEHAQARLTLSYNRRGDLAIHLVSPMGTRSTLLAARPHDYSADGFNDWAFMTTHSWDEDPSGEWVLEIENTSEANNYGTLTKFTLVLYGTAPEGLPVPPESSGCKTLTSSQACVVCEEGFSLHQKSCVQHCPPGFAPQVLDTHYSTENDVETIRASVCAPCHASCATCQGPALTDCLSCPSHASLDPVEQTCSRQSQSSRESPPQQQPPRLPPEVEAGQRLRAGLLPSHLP
Thrombin inh = blocks human thrombin protease activity; P00734; alpha-thrombin, Boc-VPR-AMC fluorogenic substrate cleavage; inhibition, % at 5 µM; actives 0.26% (n = 220,000); AID 1046;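 active = inhibition at or above 40%; inactive = inhibition below 40%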;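 also: 0% = enzyme with no compound and 100% = wells without enzyme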
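Test system: human alpha-thrombin; medium: pH 7.5 Tris-saline with Tween 20; times: reaction at room temperature; signal: AMC fluorescence at 355 nm excitation and 460 nm emission; also added: Boc-VPR-AMC substrate, 15 µM final; dosing: one concentration per compound, 5 µM, with 0.2% DMSO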
KLK5 inh = blocks human kallikrein 5 protease activity; recombinant hK5, fluorogenic AMC substrate cleavage; inhibition, % at 5 µM; actives 0.59% (n = 210,000);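 active = inhibition of 40% or more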;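 also: 0% = enzyme controls without compound and 100% = no-enzyme blanks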
EBV gp42 block = inhibitors of Epstein-Barr virus glycoprotein 42; AID 1085; Fluorescence polarization binding assay, mP read-out; actives 0.42% (n = 220,000); inhibition, % (tested at 21.74 µM); Q1HVG2; in the data active = inhibition above about 50%
14-3-3 Bad inh = disrupts binding of bovine 14-3-3 zeta to phospho-Bad peptide; AID 781; TR-FRET 14-3-3zeta/Dy647-pBad peptide displacement, 1 h; actives 0.71% (n = 220,000); inhibition, % at 21.7 µM;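 active = inhibition above about 70%, limit read from the data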;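 also: 0% = full 14-3-3 plus peptide FRET controls and 100% = background without 14-3-3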
Target sequence (P63103 whole entry, looked up): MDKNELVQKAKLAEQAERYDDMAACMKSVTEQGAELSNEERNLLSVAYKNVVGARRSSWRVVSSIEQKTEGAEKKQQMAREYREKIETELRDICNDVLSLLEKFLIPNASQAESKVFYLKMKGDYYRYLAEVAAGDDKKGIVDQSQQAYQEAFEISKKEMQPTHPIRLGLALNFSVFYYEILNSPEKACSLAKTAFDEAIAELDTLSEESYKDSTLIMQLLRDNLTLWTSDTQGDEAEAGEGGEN
p47phox inh = p47phox (human) inhibition. actives 0.53% (n = 220,000). p47phox/p22phox peptide binding, fluorescence polarization, 2 h. inhibition, % at 24.7 µM;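 also: 0% = p47phox with labelled peptide and 100% = labelled peptide alone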
eIF4E 4G PPI = blocks eIF4E binding to eIF4G; TR-FRET eIF4E-eIF4GI(517-606) binding, 2 h; AID 782; inhibition, % at 21.7 µM; actives 0.37% (n = 220,000); P63073+Q04637;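 also: 0% = full FRET control wells and 100% = background wells lacking eIF4GI fragment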
* = called active by the depositor; i = inactive; / = not tested or not shown; + = active, no number; [ ] = another dose, or the depositor's remark.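 The calls were made as follows, unless noted: active = inhibition above about 30% (limit read from the data); inactive = the rest.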

SMILES | Rad51 HR inh | KCC2 mod | Furin inhibitor | Thrombin inh | KLK5 inh | EBV gp42 block | 14-3-3 Bad inh | p47phox inh | eIF4E 4G PPI
O=C(Nc1nnc(C(F)(F)F)s1)c1cccnc1 | 3 | 0.93 | -14[20 µM] | -6 | 11 | 0 | 20 | -1 | 1
COc1ccc(NC(=O)Cn2nnc(C(=O)NCc3ccco3)c2N)c(OC)c1 | -2 | -0.49 | -16[20 µM] | 2 | -17 | -12 | -6 | -5 | -4[fluorescence artefact?]
O=C(N/N=C/c1ccccn1)c1sc2ccccc2c1Cl | -26 | 153* | 0 | 0 | -12 | -15 | 0 | -19 | -6
COc1cccc(CNS(=O)(=O)/C=C/c2ccc(OC)c(OC)c2)c1 | 15 | -0.066 | -14 | -1 | 3 | -1 | -16 | -7 | 0
Cc1ccc(N2C(=O)c3cccc4c([N+](=O)[O-])ccc(c34)C2=O)c2cccnc12 | -12 | 0 | -15 | -4 | 3 | 9 | -1 | 6 | -10
CCCc1nc2ccc(NC(=O)NCCC(=O)OCC)cc2c(=O)n1Cc1ccc(Cl)cc1 | -2 | -0.46 | -19[20 µM] | 2 | 0 | 3 | 9 | -1 | -3
CSc1ccc(/C=N/N2CCN(Cc3ccc(Cl)cc3)CC2)cc1 | -5 | 1.2 | -14 | 11 | -1 | 7 | -19 | -3 | -2
CCOC(=O)C1CCN(c2nc3ccccc3nc2C(C#N)C(=O)OCCOC)CC1 (stereo unspecified) | 3 | -1.5 | -4[20 µM] | 4 | 1 | 42 | -13 | -2 | 3
CCOC(=O)C(NC(C)=O)(Nc1cccc(F)c1)C(F)(F)F (stereo unspecified) | 6 | 0.66 | -13 | -13 | -41 | -5 | -6[fluorescence artefact?] | -3 | -3[fluorescence artefact?]
O=c1oc2c(-c3cccc(F)c3)cc(O)cc2s1 | -6 | -1.2 | -28 | -8 | -2 | -3 | -9 | -10 | -7
Cc1ccn2cc(-c3cc4ccccc4oc3=O)nc2c1 | -6 | 0.56 | -1 | -12 | 6 | -9 | -3 | 3 | 0
COc1ccc(C(=O)Cn2c(=N)n(C)c3ccccc32)cc1 | -3 | -0.29 | -31 | -3 | -2 | -3 | 0 | 3 | 0
CCOCCCn1cc(C(=O)c2cc(Br)ccc2O)cc(C#N)c1=O | 5 | 0.08 | -17 | 3 | -8 | 1 | -9 | -26 | 1
Clc1ccc(SCCOCCN2CCc3ccccc3C2)cc1 | 30 | 0.72 | -20 | -1 | -15 | 7 | -9 | -2 | -4
CCOC(=O)CCCCNCc1ccccc1 | 1 | -0.23 | -23 | 0 | -24 | -19 | 14 | 1 | 2
CCOc1cc(C)nc(N2CCCC(C(=O)NCc3ccccc3F)C2)n1 (stereo unspecified) | 6 | -1.1 | -3 | 0 | 6 | -13 | 3 | -12 | 1
CC1(C(=O)Nc2ccccc2)Cc2ccccc2C(=O)O1 (stereo unspecified) | 6 | / | -22 | -4 | 9 | -5 | -7 | 2 | 1
N#Cc1ccc(-c2cccnc2)nc1SCc1ccc(Cl)cc1Cl | -6 | 0.52 | -22[20 µM] | -3 | -2 | -18 | 6 | 11 | -4
CC(C)(C)c1ncc(S(=O)(=O)c2ccc(C(F)(F)F)cn2)c(N)n1 | -6 | -0.11 | -11 | -1 | 2 | -15 | -1 | -15 | 0
CCN(c1ccc(NC(=O)CN2C(=O)NC3(CCOc4ccccc43)C2=O)cc1)C(C)C (stereo unspecified) | 12 | -0.13 | -7[20 µM] | 4 | 0 | -39 | 2 | -5 | 17
Cn1cccc1Cc1nnc(SCC(=O)NCc2ccc3c(c2)OCO3)n1CCc1ccccc1 | -2 | -0.13 | -16[20 µM] | 4 | -3 | -9 | 2 | -11 | 4
Nc1c(S(=O)(=O)c2ccccc2)csc1C(=O)O | 3 | -0.93 | -16 | -2 | 12 | 5 | -8 | -2 | 0
CCn1c(O)c(C=Nc2ccccc2)sc1=S | / | -0.032 | -13 | 0 | / | 0 | 1 | -7 | 1
O=C(O)CCN(CCC(=O)O)c1ccccc1 | -5 | 1.7 | -1 | -7 | -2 | -13 | 0 | -11 | 1
CCN(c1ccc(N=Cc2c(O)n(Cc3ccc(OC)cc3)c(=O)c3ccccc23)cc1)C(C)C | i | i | -14 | 4 | -8 | + | -19 | -157 | 4

(further entries)
SMILES | Rad51 HR inh | KCC2 mod | Furin inhibitor | Thrombin inh | KLK5 inh | EBV gp42 block | 14-3-3 Bad inh | p47phox inh | eIF4E 4G PPI
COCCCn1c(-c2ccc(Cl)cc2)n[nH]c1=S | 1 | -0.99 | -14[20 µM] | 4 | -7 | -12 | 2 | -11 | 5[fluorescence artefact?]
Cc1ccc(C(=O)N2CCN(S(C)(=O)=O)C2)cc1 | -3 | 1.1 | -14 | -6 | -3 | -13 | 12[fluorescence artefact?] | -3 | -1[fluorescence artefact?]
C=CCn1c(-c2ccc(Cl)cc2)c[nH]c1=S | 0 | 5.2* | -22 | -15 | -18 | -24 | 7 | 3 | 10
CSc1ncccc1C(=O)OCC(=O)Nc1ccc2c(c1)OCO2 | -3 | 0.021 | -30 | -1 | 6 | -11 | -11 | 3 | -2
Nc1nc(NCc2ccco2)nn1-c1ccccc1 | -2 | 0.92 | -23[20 µM] | -3 | -7 | -19 | -3 | 0 | 6[fluorescence artefact?]
O=C(CNS(=O)(=O)c1ccc(Br)cc1)N1CCN(c2ccc(F)cc2)CC1 | 0 | -1.1 | -8[20 µM] | -1 | -9 | -14 | -15 | -6 | 4
Cc1ccc(C)c(C(=O)COC(=O)c2cc(Cl)nc3ccccc23)c1 | 9 | -0.097 | -10 | -13 | -18 | -15 | -1 | -5 | 13
COc1cccc(OCCNc2cc(N3CCOCC3)ccc2[N+](=O)[O-])c1 | 4 | -0.27 | -4 | -8 | 10 | 9 | -6 | -2 | -3[fluorescence artefact?]
O=C(NCc1ccccc1)c1ccc(S(=O)(=O)Nc2cccc(C(F)(F)F)c2)cc1 | -2 | -1.1 | -11 | 0 | -1 | 0 | 5 | -15 | 6
Cc1cc(C)c(C#N)c(SCCS(=O)(=O)Cc2ccc(Cl)cc2)n1 | 4 | 0.051 | -8[20 µM] | 3 | 5 | 2 | 5 | 0 | -8
O=C(Nc1ccc(N2CCOCC2)cc1)Nc1cnsn1 | 5 | -0.53 | -8[20 µM] | 0 | -1 | -9 | 12 | -10 | 14
CCOC(=O)c1c(-c2ccccc2)csc1NC(=O)c1ccc(S(=O)(=O)N2CCOCC2)cc1 | 2 | -0.093 | -13 | -4 | 1 | 3 | -3 | 11 | 4
CN(Cc1cc2ccccc2[nH]c1=O)C(=O)COc1ccccc1 | / | 0.092 | -13 | -2 | 1 | -12 | 4 | -3 | 1
O=C(CSc1nnc(Cc2cccs2)n1-c1ccccc1)Nc1ccc2c(c1)OCCO2 | 0 | 0.7 | -10[20 µM] | -8 | -1 | 10 | -4 | -9 | -1[fluorescence artefact?]
Cc1ccc(S(=O)(=O)Nc2ccccc2CNc2cccc(C)n2)cc1 | 0 | 0.32 | -18 | -8 | -12 | 6 | -2 | -6 | 1
COc1ccccc1C(=O)OCC(=O)Nc1ccc(OC(F)F)cc1 | 8 | / | -19 | -1 | 2 | -4 | -2 | -6 | 0
Cc1cc(C)n(-c2ccc(C(=O)O)cc2[N+](=O)[O-])n1 | 13 | -0.13 | -15 | -5 | 0 | -17 | -10 | -9 | -1
Oc1ccccc1C1OCC2(CO1)COC(c1ccccc1O)OC2 (stereo unspecified) | / | 0.74 | -5 | 4 | -2 | 7 | -14[fluorescence artefact?] | -25 | 3
CCCS(=O)(=O)N1CCC(C(=O)NCCc2ccccc2)CC1 | -5 | 0.014 | -15 | 3 | -3 | 3 | -1 | -4 | -2
CCOC(=O)c1c(C)[nH]c(C(=O)COC(=O)C2CC2C)c1C (stereo unspecified) | 5 | / | -24 | 0 | -2 | 1 | -7[fluorescence artefact?] | -9 | -2
CN(C)CC1CCCCC1OC(=O)/C=C/c1ccc(Cl)cc1Cl (stereo unspecified) | 1 | -0.84 | -26 | 12 | 2 | -23 | -5 | -12 | -2
O=C(NCCN1CCN(c2ccccc2)CC1)C1CCN(S(=O)(=O)c2cccs2)CC1 | 4 | / | -19 | 3 | 5 | -15 | 1 | -10 | -7
COc1ccc(-c2cnnc(N/N=C/c3ccc(OC)c(OC)c3)n2)cc1 | 20 | -0.11 | -7 | 36 | 38 | -6 | 13[fluorescence artefact?] | 3 | -37
CCN1C(=O)S/C(=C/c2cn(C)c3ccccc23)C1=O | 10 | -0.86 | -6 | -11 | -9 | -7 | 9 | -8 | 5[fluorescence artefact?]
Cc1cccc(C(=O)NCC(=O)Nc2ccc(S(=O)(=O)Nc3nc(C)cc(C)n3)cc2)c1 | -5 | 0.88 | -9 | 13 | 24 | -4 | -1 | -9 | 3
O=C(Oc1ccc(C(=S)N2CCOCC2)cc1)c1ccc(Br)cc1 | 0 | 0.04 | 2 | 1 | 0 | 0 | 0 | -6 | -1

A run of entries from the list above:
SMILES | Rad51 HR inh | KCC2 mod | Furin inhibitor | Thrombin inh | KLK5 inh | EBV gp42 block | 14-3-3 Bad inh | p47phox inh | eIF4E 4G PPI
Cc1cc(C)c(C#N)c(SCCS(=O)(=O)Cc2ccc(Cl)cc2)n1 | 4 | 0.051 | -8[20 µM] | 3 | 5 | 2 | 5 | 0 | -8
O=C(Nc1ccc(N2CCOCC2)cc1)Nc1cnsn1 | 5 | -0.53 | -8[20 µM] | 0 | -1 | -9 | 12 | -10 | 14
CCOC(=O)c1c(-c2ccccc2)csc1NC(=O)c1ccc(S(=O)(=O)N2CCOCC2)cc1 | 2 | -0.093 | -13 | -4 | 1 | 3 | -3 | 11 | 4
CN(Cc1cc2ccccc2[nH]c1=O)C(=O)COc1ccccc1 | / | 0.092 | -13 | -2 | 1 | -12 | 4 | -3 | 1
O=C(CSc1nnc(Cc2cccs2)n1-c1ccccc1)Nc1ccc2c(c1)OCCO2 | 0 | 0.7 | -10[20 µM] | -8 | -1 | 10 | -4 | -9 | -1[fluorescence artefact?]
Cc1ccc(S(=O)(=O)Nc2ccccc2CNc2cccc(C)n2)cc1 | 0 | 0.32 | -18 | -8 | -12 | 6 | -2 | -6 | 1
COc1ccccc1C(=O)OCC(=O)Nc1ccc(OC(F)F)cc1 | 8 | / | -19 | -1 | 2 | -4 | -2 | -6 | 0
Cc1cc(C)n(-c2ccc(C(=O)O)cc2[N+](=O)[O-])n1 | 13 | -0.13 | -15 | -5 | 0 | -17 | -10 | -9 | -1
Oc1ccccc1C1OCC2(CO1)COC(c1ccccc1O)OC2 (stereo unspecified) | / | 0.74 | -5 | 4 | -2 | 7 | -14[fluorescence artefact?] | -25 | 3
CCCS(=O)(=O)N1CCC(C(=O)NCCc2ccccc2)CC1 | -5 | 0.014 | -15 | 3 | -3 | 3 | -1 | -4 | -2
CCOC(=O)c1c(C)[nH]c(C(=O)COC(=O)C2CC2C)c1C (stereo unspecified) | 5 | / | -24 | 0 | -2 | 1 | -7[fluorescence artefact?] | -9 | -2
